Screening data: PubChem, National Center for Advancing Translational Sciences (NCATS)
HP1b binding inh: inhibitors of HP1-beta chromodomain binding to methylated histone tails; P83916; AlphaScreen HP1-beta / biotin-H3K9me3 peptide binding; Potency, µM (series often up to 114 µM), inactives show top-dose activity change, negative = inhibition, most hits filed as inhibitors; actives 0.56% (n = 390,000); AID 540317; further: nearly all actives have a fitted effect of over 70% in size; inactives centre near 23
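AlphaScreen: HP1-beta (50 nM) preformed 30 min with biotin-H3(1-18)K9me3 peptide (50 nM) in PBS pH 7.4, 0.01% Tween-20. Compound added for 30 min at RT, then streptavidin donor/nickel chelate acceptor beads (10 ug/mL) for 30 min.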
Tb PGK inh: T. brucei PGK inhibition; P07378; PGK/GAPDH coupled, Kinase-Glo luminescence, 60 min; Potency, µM (series often up to 57.5 µM), for the others: at the top dose activity change, negative = inhibition, actives largely listed as inhibitors; actives 0.043% (n = 380,000); AID 602233; further: on the % scale 0 is the no-effect control and ±100 the full control effect; nearly all actives have a fitted effect of over 60% in size
Target sequence (P07378 whole entry, looked up): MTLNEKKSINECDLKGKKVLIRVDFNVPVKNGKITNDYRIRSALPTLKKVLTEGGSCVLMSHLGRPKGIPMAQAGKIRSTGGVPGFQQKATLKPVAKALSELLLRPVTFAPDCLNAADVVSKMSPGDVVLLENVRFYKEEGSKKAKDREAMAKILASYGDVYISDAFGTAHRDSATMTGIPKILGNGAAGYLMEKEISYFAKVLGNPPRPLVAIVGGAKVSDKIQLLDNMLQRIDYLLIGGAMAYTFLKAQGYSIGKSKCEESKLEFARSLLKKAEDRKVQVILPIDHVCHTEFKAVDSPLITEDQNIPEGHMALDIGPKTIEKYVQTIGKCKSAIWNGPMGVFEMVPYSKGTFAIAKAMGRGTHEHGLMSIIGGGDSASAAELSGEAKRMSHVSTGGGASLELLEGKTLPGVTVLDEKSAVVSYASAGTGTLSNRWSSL
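Recombinant glycosomal PGK reaction used 1,3-bisphosphoglycerate generated in-well by GAPDH (100nM final) in 100mM TEA pH 7.6, 5mM MgCl2, 0.01% Tween-20. After 60 minutes at room temperature, ATP was read by Kinase-Glo Plus luminescence end-point.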
ERG-DNA inh: inhibitors of human ERG Ets domain-DNA interaction. actives 0.028% (n = 370,000). AID 624246. P11308. Potency, µM (titrated, usually from 76.9 µM), for the others: at the top dose FP activity, negative = inhibition, usual class: inhibitors. fluorescence polarization, His-ERG Ets domain / labelled DNA; active means well fitted inhibition curve with a large enough effect in the polarisation, with a control signal flat; inconclusive means small, poorly fitted or top-dose-only effect, or effect the other way, or a change in a side signal; inactive means no such curve, though single readings can be large or run the other way; the % refers to the polarisation;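 further: polarization taken with two DNA probes labelled with fluorescein and Texas red; % of control where 0% means no effect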
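His-tagged ERG Ets domain (1 uM in the protein solution; 300mM KCl, 50mM Tris-HCl, 1mM EDTA, 1mM DTT, pH 7.5) received compound, then a probe mix of 5 nM fluorescein-DNA and 100nM Texas-615-DNA. Fluorescence polarization was read for both dyes.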
JMJD2A Tudor inh: inhibitors of human JMJD2A Tudor domain. AID 504339. Potency, µM (titrated, usually from 114 µM), for the others: at the highest dose activity change, negative = inhibition, usual class: inhibitors. actives 4.4% (n = 390,000). AlphaScreen JMJD2A-Tudor / H3K4me3 peptide binding; further: on the % scale 0 is the no-effect control and ±100 the full control effect; nearly all actives have a fitted effect of over 50% in size
GLS inh: glutaminase GLS (human) inhibition. AID 624170. Potency, µM (doses to about 45.5 µM), for inactives: top-dose activity change, negative = inhibition, most hits filed as inhibitors. O94925. GLS enzymatic activity, qHTS titration. actives 0.21% (n = 410,000); further: on the % scale 0 is the no-effect control and ±100 the full control effect
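Enzyme dispensed in phosphate buffer (45 mM, pH 8.2, 0.02% Tween-20), compounds pinned in, then 1 mM L-glutamine solution and the glutamate oxidase–HRP–Amplex Red mix added; fluorescence read immediately and again after 30 min at room temperature.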
Pin1 inh: inhibitors of human Pin1; Q13526; Pin1 FP peptide displacement, HiFluor488, 10 min; Potency, µM (doses to about 115 µM), inactives show top-dose activity, negative = inhibition, most hits filed as inhibitors; actives 0.009% (n = 390,000); AID 504891; active means well fitted inhibition curve with a large enough effect in the polarisation, with a control signal flat, not every such curve was filed as active; inconclusive means small, poorly fitted or top-dose-only effect, or effect the other way, or a change in a side signal; inactive means no such curve, though single readings can be large or run the other way; the % refers to the polarisation; further: on the % scale 0 is the no-effect control and ±100 the full control effect
Target sequence (Q13526 whole entry, looked up): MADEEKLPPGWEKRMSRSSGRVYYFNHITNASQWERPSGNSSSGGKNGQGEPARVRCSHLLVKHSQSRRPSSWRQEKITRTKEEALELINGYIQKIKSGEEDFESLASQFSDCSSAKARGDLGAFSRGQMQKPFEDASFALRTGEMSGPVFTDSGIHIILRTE
12-LOX inh: ALOX12 (human) lipoxygenase inhibition. purified 12hLO, xylenol orange hydroperoxide absorbance. actives 1.1% (n = 580,000). Potency, µM (highest dose often 108 µM), for the others: at the top dose activity change, negative = inhibition, usual class: inhibitors; further: on the % scale 0 is the no-effect control and ±100 the full control effect
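Purified human 12hLO at 150 nM in 25 mM Hepes, 0.01% Triton X-100, pH 7.0, preincubated 15 min at room temperature with compound. Reaction started with 40 uM arachidonic acid, 30 min at room temperature. Hydroperoxide measured by Fe-xylenol orange, 573/405 nm absorbance ratio.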
RGS4 inhibitor: inhibitors of human regulator of G protein signaling 4; AID 504845; P49798; Transcreener GDP fluorescence polarization, RGS4-accelerated GTP hydrolysis; actives 0.039% (n = 390,000); Potency, µM (doses to about 114 µM), for inactives: at the highest dose activity change, negative = inhibition, actives largely listed as inhibitors; further: on the % scale 0 is the no-effect control and ±100 the full control effect; nearly all actives have a fitted effect of over 75% in size; some results filed as inactive show a strong effect at the top dose
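MLSMR compounds (23 nl, pin-transferred) preincubated 10 min at room temperature with a 500nM (2x) first reagent, then RGS4 at 900nM (2x) plus Transcreener GDP mix added; fluorescence polarization (620/688 nm) read before and after 90 min at 30 °C.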
TrxR1 inh: blocks rat thioredoxin reductase 1. O89049. Potency, µM (series often up to 114 µM), inactives show at the top dose activity change, negative = inhibition, actives largely listed as inhibitors. AID 588453. actives 1% (n = 390,000). recombinant rTrxR1, NADPH fluorescence consumption, selenite substrate; further: on the % scale 0 is the no-effect control and ±100 the full control effect; nearly all actives have a fitted effect of over 65% in size
Target sequence (O89049 whole entry, looked up): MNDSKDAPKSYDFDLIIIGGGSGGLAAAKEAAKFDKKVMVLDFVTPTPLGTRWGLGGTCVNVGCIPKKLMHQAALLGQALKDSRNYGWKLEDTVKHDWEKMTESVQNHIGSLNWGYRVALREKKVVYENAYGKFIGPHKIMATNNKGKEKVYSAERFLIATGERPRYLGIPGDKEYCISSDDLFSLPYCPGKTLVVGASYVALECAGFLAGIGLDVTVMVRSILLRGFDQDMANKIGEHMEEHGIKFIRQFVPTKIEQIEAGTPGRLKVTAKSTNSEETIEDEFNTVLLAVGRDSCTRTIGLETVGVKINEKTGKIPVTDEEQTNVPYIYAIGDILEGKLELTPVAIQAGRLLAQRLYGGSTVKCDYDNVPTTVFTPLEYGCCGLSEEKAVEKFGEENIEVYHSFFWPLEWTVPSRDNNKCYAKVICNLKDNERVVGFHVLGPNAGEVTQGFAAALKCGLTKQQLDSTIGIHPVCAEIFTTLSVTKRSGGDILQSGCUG
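Rat TrxR1 (90 nM in the dispensed reagent) was pre-reduced with 400 uM NADPH for 5 min at room temperature, then incubated with compound for 15 min. After 400 uM selenite was added, NADPH fluorescence (Ex 340/Em 450 nm) was followed for 8 min.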
An asterisk follows results filed as active; i = inactive; ? = inconclusive; · = no result given; & = joins results of further samples; [ ] = another dose, or the depositor's remark. Unless noted, the call rests on the fitted dose curve; in most records, active means well fitted curve in the direction sought with a large enough effect; inconclusive means small, poorly fitted or top-dose-only effect, or another doubt; inactive means no such curve, though single readings can be large; an effect the other way counts as inactive or inconclusive. Potency means the concentration at half of the fitted maximal effect.

nr | SMILES | HP1b binding inh | Tb PGK inh | ERG-DNA inh | JMJD2A Tudor inh | GLS inh
1 | COc1ccc2c(c1)C(NC(C)=O)CCc1cc(OC)c(OC)c(OC)c1-2 (stereo not given) | 21% | -3% | 7% | -10% | 3%
2 | Cc1cc(O)c2c(c1)C(=O)c1cc(O)cc(O)c1C2=O | ? | -3% | 58%[activator] | 45µM* | -2%
3 | Fc1ccc(CNCCc2c[nH]c3ccccc23)cc1 | 26% | -9% | -18% | ? | 4%
4 | COC(=O)C1=C(C)N(C)C(=O)NC1c1cc(Cl)c(O)c(OC)c1 (stereo not given) | 17% | -7% | · | -13% | 34%[activator]
5 | N#Cc1ccc(C(=O)N2CCN(c3nc4ccc(F)cc4s3)CC2)cc1 | 40%[activator] | -6% | 3% | 0% | -9%
6 | CC(C)CNC(=O)c1c(N)n(Cc2ccc3c(c2)OCO3)c2nc3ccccc3nc12 | 45%[activator] | -5% | -11% | 14%[57.1 µM] | 8%
7 | COc1ccc(-c2cc(=O)oc3c(C)c(OC(C)C(=O)N4C[C@H]5C[C@@H](C4)c4cccc(=O)n4C5)ccc23)cc1 (stereo not given in full) | 15% | 4% | 0% | ? | 2%
8 | COC(=O)C1=C(c2ccc(OC)c(OC)c2)C[C@@H]2CC[C@H]1N2C(=O)N1CCC(C)CC1 | 24% | -2% | -7% | -12% | -8%
9 | Cn1c(=O)cc(OCCCC(=O)N2CCC3(CC2)OCCO3)c2ccccc21 | 22% | i | 3% | -1% | 5%
10 | O=c1oc2ccccc2cc1-c1cn2cc(Cc3ccc(F)cc3)sc2n1 | 58%[activator] | -10% | ? | -4% | 2%
11 | COC(=O)C1=C(c2ccc(S(C)(=O)=O)cc2)C[C@@H]2CC[C@H]1N2C(=O)NCC1CC1 | 35% | i | -10% | 0% | 1%
12 | O=S(=O)(Nc1ccc(-c2nc3ccccc3o2)cc1)c1ccccc1 | 23% | -5% | 10% | -9% | 1%
13 | CCN(CC)C(=O)c1ccc(NC(=O)COc2ccc(-c3nn(C)c(=O)c4ccccc34)cc2)cc1 | 13%&31% | -2%&-7% | -9%&6% | -3%&1% | -6%&16%
14 | Cc1cc(=O)[nH]c(SCc2nc3ccccc3c(=O)n2-c2ccccc2C)n1 | 39%[activator] | 15% | -2% | -5%[57.1 µM] | 0%
15 | CC1CCC(C)(NS(=O)(=O)OCC(Cl)(Cl)Cl)CC1 (stereo not given) | 75%[activator] | -1% | -13% | 7% | 0%

nr | Pin1 inh | 12-LOX inh | RGS4 inhibitor | TrxR1 inh
1 | 3% | 6% | -14% | -14%[11.4 µM]
2 | ? | ? | ? | ?
3 | -4% | 0% | -6% | 25%
4 | -18% | -23% | 8% | 3%
5 | -6% | -19% | -8% | 5%[57.1 µM]
6 | 14% | -16% | -21% | 15%
7 | ? | ? | -5% | -3%
8 | 0% | -10% | -2% | 10%[57.1 µM]
9 | -2% | 7% | 2% | -6%
10 | 2% | -5% | -10% | 20%
11 | -12% | -13% | 7% | 20%
12 | 29% | 0% | -35% | -3%
13 | -3%&8% | -2%&-25% | -22%&-14% | -1%&10%
14 | -1% | ? | 4% | 14%[57.1 µM]
15 | -3% | -40% | 6% | 13%

3 entries picked at random from those above:
nr | SMILES | HP1b binding inh | Tb PGK inh | ERG-DNA inh | JMJD2A Tudor inh | GLS inh
11 | COC(=O)C1=C(c2ccc(S(C)(=O)=O)cc2)C[C@@H]2CC[C@H]1N2C(=O)NCC1CC1 | 35% | i | -10% | 0% | 1%
12 | O=S(=O)(Nc1ccc(-c2nc3ccccc3o2)cc1)c1ccccc1 | 23% | -5% | 10% | -9% | 1%
14 | Cc1cc(=O)[nH]c(SCc2nc3ccccc3c(=O)n2-c2ccccc2C)n1 | 39%[activator] | 15% | -2% | -5%[57.1 µM] | 0%

nr | Pin1 inh | 12-LOX inh | RGS4 inhibitor | TrxR1 inh
11 | -12% | -13% | 7% | 20%
12 | 29% | 0% | -35% | -3%
14 | -1% | ? | 4% | 14%[57.1 µM]

(further entries)
nr | SMILES | HP1b binding inh | Tb PGK inh | ERG-DNA inh | JMJD2A Tudor inh | GLS inh
16 | CN1CCN(c2nc3ccccn3c(=O)c2C=C2C(=O)N(C)C(=O)N(C)C2=O)CC1 | 27% | -2% | 0% | -5% | 5%
17 | N/C(=N\OC(=O)CCC1CCCC1)c1ccccc1 | 84%[activator] | 5% | -17% | 55%[activator] | 4%
18 | CC1(C)C2([N+](=O)[O-])CN3CC1([N+](=O)[O-])CN(C2)C3c1ccccn1 (stereo not given) | 18% | -6% | 0% | ? | -10%
19 | O=C1Nc2ccc(Br)cc2C(c2ccccc2Cl)=NC1O (stereo not given) | 24% | -2% | -2% | -21% | 1%
20 | O=C(NCc1ccccc1)c1cccc(Nc2nc3ccccc3n3nnnc23)c1 | ? | i | -6% | -27% | 1%
21 | CC(C)C[C@H](NC(=O)[C@@H]1CCCN1C(=O)[C@@H](N)Cc1ccc(O)cc1)C(=O)NCC(N)=O | 25% | -4% | 4% | -6% | 29%
22 | Cc1cccc(N2C(=O)NC(=O)/C(=C\c3ccc4c(c3)CCCN4Cc3ccccc3)C2=O)c1 | 15% | 0% | 1% | -24% | -13%
23 | CN1CCN(S(=O)(=O)c2ccc(C3CCCCC3)cc2)CC1 | -8% | -6% | -7% | 89µM* | 5%
24 | COC(=O)C1=C(c2cc3ccccc3o2)C[C@@H]2CC[C@H]1N2C(=O)N1CCCC1 | 20% | -3% | -1% | -22% | 1%
25 | Cn1c(=O)c2c(nc(N/N=C/c3c(O)n(-c4ccccc4)c(=S)[nH]c3=O)n2C)n(C)c1=O | -2% | 3% | 3% | ? | -16%
26 | CN1C(=O)C(=Cc2ccc(SC3CCCCC3)o2)C(=O)N(C)C1=O | ? | -13% | 10% | ? | ?
27 | CC(C)(C)c1ccc(CSc2cnn(C(C)(C)C)c(=O)c2Cl)cc1 | 55%[activator] | i | -2% | 18% | -5%
28 | CNC(=O)Oc1ccc2c(c1)C(=O)c1ccccc1CO2 | 37%[activator] | 1% | 3% | -5% | 10%
29 | COC(=O)C1=C(c2ccc(F)cc2OCc2ccccc2)C[C@@H]2CC[C@H]1N2C | 12% | -3% | -4% | -34% | 4%
30 | O=C(O)CCn1cc(C=C2C(=O)NC(=S)NC2=O)c(-c2cccc(Cl)c2)n1 | 3% | -4% | -6% | 50µM* | 62%[activator]

nr | Pin1 inh | 12-LOX inh | RGS4 inhibitor | TrxR1 inh
16 | -2% | · | -17% | ?
17 | -3% | -7% | 3% | 14%[57.1 µM]
18 | 1% | 0% | -12% | 11%[57.1 µM]
19 | 1% | 6% | 20% | -10%
20 | 10% | -28% | 8% | 134%[activator]
21 | -5% | 11% | 0% | 23%
22 | ? | ? | ? | ?
23 | -4% | ? | -4% | -6%
24 | -1% | -10% | 6% | 14%[57.1 µM]
25 | 1% | ? | -34% | ?
26 | 0% | ? | ? | ?
27 | 6% | 0% | 18% | -3%[57.1 µM]
28 | -7% | 33%[activator] | 35% | 3%[57.1 µM]
29 | -1% | -7% | 13% | 8%[57.1 µM]
30 | 0% | ? | ? | ?

Going on with the list:
nr | SMILES | HP1b binding inh | Tb PGK inh | ERG-DNA inh | JMJD2A Tudor inh | GLS inh
31 | CN(C(=O)Oc1cccc2cccnc12)c1ccccc1 | 27% | · | · | -13% | 1%
32 | COc1cc(/C=C/[N+](=O)[O-])ccc1OC(=O)c1cccnc1 | 16% | -11% | -1% | -23% | 57%[activator]
33 | CCC(=NCc1cc(OC)cc(OC)c1)c1c(O)n(C)c(=O)n(C)c1=O | 26% | -5% | -1% | -23% | 5%
34 | OCCOc1ccccc1 | 35% | 2% | -2% | -5% | 0%&5%&-4%
35 | CCOC(=O)[C@@H]1[C@H]2COc3ccc(Br)cc3[C@@H]2N2C(=O)N(c3cccc(C)c3)C(=O)[C@]12C | 20% | -7% | 7% | -17% | 0%
36 | O=C(c1ccccc1F)c1cn(CC(=O)N2CCCCC2)c2ccccc12 | 15% | 4% | -8% | -14% | 1%
37 | CC1=NCCc2c1[nH]c1cc(O)ccc21 | 39% | -3% | -4% | -19% | 110%[activator]
38 | O=c1[nH]c(=O)n(Cc2ccccc2)c(O)c1C=NCCCO | 29% | -7% | -7% | 21% | ·

nr | Pin1 inh | 12-LOX inh | RGS4 inhibitor | TrxR1 inh
31 | 0% | 5% | -6% | 9%[57.1 µM]
32 | 5% | ? | -52% | ?
33 | 2% | 22% | 6% | 6%
34 | -5% | 3% | 2% | 16%[57.1 µM]
35 | 2% | -2% | 4% | 16%
36 | -2% | 20% | 23% | 13%
37 | · | ? | -31% | 22%
38 | ? | 0% | -31% | -10%

Compound profiles, from the list above:
Record of COc1cc(/C=C/[N+](=O)[O-])ccc1OC(=O)c1cccnc1 : HP1b binding inh = 16%; Tb PGK inh = -11%; ERG-DNA inh = -1%; JMJD2A Tudor inh = -23%; GLS inh = 57%[activator]; Pin1 inh = 5%; 12-LOX inh = ?; RGS4 inhibitor = -52%; TrxR1 inh = ?
Record of O=C(c1ccccc1F)c1cn(CC(=O)N2CCCCC2)c2ccccc12 : HP1b binding inh = 15%; Tb PGK inh = 4%; ERG-DNA inh = -8%; JMJD2A Tudor inh = -14%; GLS inh = 1%; Pin1 inh = -2%; 12-LOX inh = 20%; RGS4 inhibitor = 23%; TrxR1 inh = 13%

Only part of the results is shown; the hit share may differ from the screen's.
